LDHA block = blocks human lactate dehydrogenase A. P00338. purified LDHA, NADH/diaphorase-resazurin fluorescence; stronger effect = lower value. activity change, % (values are at about 110 or 230 µM). 480,000 tested, 0.15% active. AID 1347041; in the data active = activity change below about -30%;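 also: plate controls were DMSO wells for no effect and wells without enzyme for full effect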
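Remaining NADH was detected by diaphorase (0.133 mg/mL) converting 37 µM resazurin to fluorescent resorufin, read at 0 and 20 minutes. The preceding 5-minute room-temperature reaction used 2 nM LDHA, 0.2 mM sodium pyruvate and 0.06 mM NADH at pH 7.4.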
Active calls of the source: *; & = joins results of further samples. This is a subset; count on the stated rates, not on these rows.

Sample of the layout, seven compounds:
SMILES | LDHA block
Cc1ccc(NC(=O)CN2c3ccc(S(N)(=O)=O)cc3CC2C)c(F)c1 (stereo not drawn) | -10
CCOC(=O)c1scc(-c2ccccc2)c1S(=O)(=O)Nc1cc(C)cc(C)c1 | 10
O=C(O)c1cc(F)cc(Br)c1 | 6
Cc1ccc(NC(=O)c2ccc3ccccc3n2)c(C)c1 | -24
Cc1cc(C)c(NC(=O)C23CC4CC(C2)CC(c2ccccc2)(C4)C3)c(Cl)c1 | 7
Cc1noc(C(C)N2CCN(C(=O)c3ccccn3)CC2)n1 (stereo not drawn) | -15
CC(C)c1nn2c(=O)cc(CSc3n[nH]c(-c4ccccc4F)n3)nc2s1 | -9

Main list, repeating the preview:
SMILES | LDHA block
Cc1ccc(NC(=O)CN2c3ccc(S(N)(=O)=O)cc3CC2C)c(F)c1 (stereo not drawn) | -10
CCOC(=O)c1scc(-c2ccccc2)c1S(=O)(=O)Nc1cc(C)cc(C)c1 | 10
O=C(O)c1cc(F)cc(Br)c1 | 6
Cc1ccc(NC(=O)c2ccc3ccccc3n2)c(C)c1 | -24
Cc1cc(C)c(NC(=O)C23CC4CC(C2)CC(c2ccccc2)(C4)C3)c(Cl)c1 | 7
Cc1noc(C(C)N2CCN(C(=O)c3ccccn3)CC2)n1 (stereo not drawn) | -15
CC(C)c1nn2c(=O)cc(CSc3n[nH]c(-c4ccccc4F)n3)nc2s1 | -9
Cc1ccc(-c2noc(-c3ccc(Br)o3)n2)cc1 | -11
CN(C)c1nc(N2CCCCCC2)nc(-n2cnc(SCc3ccccc3)n2)n1 | 10
N=C(N)SCCSc1cc(Cl)ccc1Cl | 1
Cc1ccc2nc(C)cc(C(=O)NCc3ccc4c(c3)OCO4)c2c1 | -9
FC(F)Sc1nnc(-c2ccccc2)c2ccccc12 | -1
CCc1ccc(-c2noc(Cn3cnc4c(nnn4Cc4ccccc4)c3=O)n2)cc1 | -12
Cc1cc(=O)n(CC(=O)NC(C)CCc2ccccc2)c(-c2ccc(F)cc2)n1 (stereo not drawn) | 4
O=C(COC(=O)c1ccccc1[N+](=O)[O-])c1ccc(F)cc1 | 3
C=CC[C@H]1CC=C[C@H](CC=C)[N+]1(C)C | 1&-5
O=C(O)c1cccnc1SC(F)(F)F | 4
CCN1C(=O)COc2ccc(-c3csc(NC(=O)c4ccco4)n3)cc21 | 15
Cc1ccc(NC2(c3nnnn3-c3cccc(C)c3)CCCC2)cc1 | 15
CC1(CCc2ccccc2)NC(=O)N(NC(=O)CCc2c[nH]c3ccccc23)C1=O (stereo not drawn) | -22
C=C(C)COc1cc(O)c2c(=O)cc(-c3ccccc3)oc2c1 | -4
COc1ccc(C2NC(=S)NC(C)=C2C(C)=O)c(OC)c1 (stereo not drawn) | 2
CCOc1ccccc1C(=O)N(Cc1ccccc1)C1CCS(=O)(=O)C1 (stereo not drawn) | 1
CCCCCn1c(N2CCN(Cc3ccc(Br)cc3)CC2)nc2c1c(=O)[nH]c(=O)n2C | 5
Cc1cc(C)cc(C2CC(C)(O)CC(c3cc(C)cc(C)c3)S2)c1 (stereo not drawn) | 11
O=C(Cn1nc(N2CCN(c3ccccc3)CC2)ccc1=O)NC1CCCC1 | -4
CNc1c(NC(=O)NCc2cccc(OC)c2)c(=O)oc2ccccc12 | -2
CSc1nc(N(C)CCO)c2sc3c(c2n1)COC(C)(C)C3 | 0
CCOC(=O)c1cnc(Nc2ccccc2)c2ccccc12 | 5
CC(C)C(NC(=O)c1ccncc1)C(=O)O (stereo not drawn) | -2
CCOC(=O)c1c(NC(=O)c2c(-c3ccccc3)noc2C)sc2c1CCC2 | 7
Cc1cccc(C(=O)NC2CCC(C(F)(F)F)CC2)n1 (stereo not drawn) | 3
CC(C)(C)NC(=O)CSc1nc(-c2ccco2)nc2ccccc12 | 12
CCC(=O)Nc1cccc(NC(=O)c2cnn(-c3ccc(F)cc3)c2C(F)(F)F)c1C | -5
COc1ccc2cc(C(=O)c3cc4ccc(OC)cc4oc3=O)c(=O)oc2c1 | -12
Cc1[nH]c2ccccc2c1C(=O)N1CCN(S(=O)(=O)c2ccccc2F)CC1 | -1
COc1ccc(CCn2c(=S)[nH]c(=O)c3c(C)cc(C)nc32)cc1OC | 0
O=S(=O)(Cc1coc(-c2ccc(Cl)cc2)n1)CC1CCCO1 (stereo not drawn) | 6
COC(=O)c1ccc(NC(=O)COc2cc(C)c(Cl)c(C)c2)cc1 | -13
CCc1c(C)sc(NC(=O)CCC(=O)O)c1C(=O)NC1CC1 | -5
CCC(C)C(=O)NCc1cccc(COC)c1 (stereo not drawn) | 7
O=C(CN1CCN(c2nc(C(F)(F)F)nc3ccccc23)CC1)NC1CC1 | -3
CCOc1ccc(CNC(=O)CN2C(=O)C(C)=C(c3ccc(C)c(C)c3)S2(=O)=O)cc1OC | 8
NC(=O)Nc1ccc(Cl)c(NS(=O)(=O)c2ccccc2Br)c1 | 9
COc1cc2c(cc1OC)C(C)N(CC(=O)Nc1ccc(N(C)C)cc1)CC2 (stereo not drawn) | 2
CCOC(=O)c1ccc(Oc2coc3cc(OC(=O)N(CC)CC)ccc3c2=O)cc1 | 2
CC(Sc1nnc(N2CCOCC2)n1-c1cccc(F)c1)c1nc2ccccc2c(=O)[nH]1 (stereo not drawn) | 4
CC1Cc2ccccc2N1C(=O)COC(=O)c1ccc(Cl)c([N+](=O)[O-])c1 (stereo not drawn) | 4
O=C(Nc1ccc(OCc2ccccc2)cc1)c1cccc2ccccc12 | -1
O=C(Cc1ccccc1)Nc1nnc(-c2ccncc2)s1 | -7
CC1OC(C(C)(C)C)Cc2[nH][nH]c(=O)c21 (stereo not drawn) | 0
CCCCCCCCS(=O)(=O)CCSc1cccc2cccnc12 | -18
CS(=O)(=O)NCCc1ccc(C(=O)O)cc1 | 19
CC(C)CC(NC(=O)c1ccco1)C(=O)O (stereo not drawn) | -2
CC(C)(C)OC(=O)COc1ccc2cc(-c3nc4ccccc4s3)c(=O)oc2c1 | 5
Cc1cc(C(=O)CSc2nnc(COc3ccc(Cl)cc3)o2)c(C)n1C1CC1 | -12
O=C(COc1ncnc2ccc(Br)cc12)Nc1ccccc1F | 6
CC(C)C(=O)Nc1ccc(Cl)cc1Cl | 2
N#Cc1ccc(OCCn2cc(S(=O)(=O)N3CCCC3)ccc2=O)cc1 | 2
Cc1ccc(Nc2nc(C(=O)OCC(=O)c3ccc(Br)cc3)cs2)cc1 | 5

Two records drawn at random from those above, as already listed:
SMILES | LDHA block
O=C(CN1CCN(c2nc(C(F)(F)F)nc3ccccc23)CC1)NC1CC1 | -3
CC(C)(C)OC(=O)COc1ccc2cc(-c3nc4ccccc4s3)c(=O)oc2c1 | 5

Single entries from the list.
Value for CC1Cc2ccccc2N1C(=O)COC(=O)c1ccc(Cl)c([N+](=O)[O-])c1 (stereo not drawn) under LDHA block: 4
Value for COc1cc2c(cc1OC)C(C)N(CC(=O)Nc1ccc(N(C)C)cc1)CC2 (stereo not drawn) under LDHA block: 2

Next results:
SMILES | LDHA block
N#Cc1ccc(COC(=O)c2cc3ccccc3[nH]2)cc1 | 0
Cc1ccc(C)c(C(C)(C)CC(=O)O)c1 | -4
Cc1ccccc1NC(=O)Nc1cc2c(cc1Oc1ccccc1)n(C)c(=O)n2C | 0
O=C(CCC(=O)c1ccc2c(c1)CCC2)Nc1ccc2c(c1)CCC2 | 1
CSc1cccc(NC(=O)c2cccc(Cl)c2Cl)c1 | 1
O=C(CCC(=O)N1CC=C(c2c[nH]c3ncccc23)CC1)c1ccc(F)cc1 | 19
CCc1ccccc1/C=C/C(=O)O | -8
O=C(C1=C(O)C(=O)N(c2nncs2)C1c1ccc(F)cc1)c1cccs1 (stereo not drawn) | 3
Nc1nccnc1C(=O)NCc1ccc(O)cc1 | 4
Cc1ccc(Cl)cc1NC(=O)N[C@H](CC(C)C)C(=O)O | -5
Cc1ccc(C)c(-c2cc3ccccc3[nH]2)c1 | 7
CCNc1c(NC(=O)c2cc(OC)ccc2Br)c(=O)oc2ccccc12 | -8
Cc1ccc(S(=O)(=O)N2CCN(CCNC(=O)c3ccc(S(=O)(=O)N(C)C)cc3)CC2)cc1 | 3
CC1CCC(NC(=O)CN2CCN(c3cccc(F)c3C#N)CC2)CC1 (stereo not drawn) | -2
C1C2CC3CC1CC(C2)C3NC12CC3CC(CC(C3)C1)C2 (stereo not drawn) | 5
Cn1c(=O)c2c(ncn2Cc2cccc(OC(F)F)c2)n(C)c1=O | 11
Cn1nc(C(=O)Nc2ccccc2C(N)=O)c2ccccc2c1=O | 8
N#Cc1ncn(Cc2coc(-c3ccccc3)n2)n1 | -5
CCOc1ccc(/C=C2/NC(=O)NC2=O)cc1I | -1
COCCn1c(SCC(=O)c2ccc3c(c2)OCCO3)nnc1-c1ccc(Cl)cc1 | 4
C=C(C)CN(CC)C(=O)Cc1cccs1 | 10
O=C(Cc1cc(Cl)c2c(c1)OCCCO2)NC1CCN(CC(F)F)CC1 | 3
COc1cc(=O)n(-c2ccccc2C)nc1C(=O)NCc1ccc2c(c1)OCO2 | -2
Cc1ccccc1Cn1cnc(NC(=O)c2cc(S(=O)(=O)N3CCCC3)c(Cl)cc2Cl)n1 | -12
O=C1Nc2ccccc2-n2nnnc2C1N1CCN(c2ccc(C(F)(F)F)cn2)CC1 (stereo not drawn) | 1
CCc1ccccc1NC(=O)CSc1nc2c(cc1C#N)CCCC2 | 3
CCCCn1c(=O)[nH]c(=O)c2c1nc(COC(=O)C1(c3ccc(Cl)cc3)CC1)n2CC | 2
COc1ccc(C2C(C(=O)Nc3ccc(C)cn3)=C(C)NC3=C2C(=O)CCC3)c(OC)c1 (stereo not drawn) | 13
COC(=O)[C@]12CCCCC=C1N(CCc1ccc(OC)c(OC)c1)C(=O)[C@H](CC(=O)NCc1ccc(C)o1)C2 | 1
CCOC(=O)N1CCN(C(=O)C[C@@H]2C[C@@]3(C(=O)OCC)CCC=C3N(CCC3=CCCCC3)C2=O)CC1 | 1
Cc1ccccc1/C=N/NC(=O)c1ccccc1C | 2
O=S1(=O)C[C@H](N2CCN(Cc3ccc4c(c3)OCO4)CC2)[C@@H](S(=O)(=O)c2cccs2)C1 | 5
O=C(Nc1cccc(Cl)c1Cl)C12CC3CC(CC(C3)C1)C2 | -4
COc1cc(Br)c(CC(=O)NO)cc1OC | 14
COc1ccc2nc(SCc3nc(-c4cccc(Cl)c4)no3)[nH]c2c1 | 4
CCOC(=O)C(NC(=O)COc1c(C)cc(C)cc1C)C(=O)OCC | -2
CC(SC(C)c1ccccc1)C(=O)Nc1ccccc1F (stereo not drawn) | -2
Cc1cc(/C=C/C(=O)c2ccc3ccccc3c2)c(C)s1 | 2
COc1ccc(OC)c(C(=O)COC(=O)Cc2ccc(Cl)cc2)c1 | 1
O=C(Cc1csc(-c2ccco2)n1)Nc1ccnn1Cc1c(Cl)cccc1Cl | 2

4 compounds from above, sorted by the number in LDHA block, descending:
SMILES | LDHA block
O=S1(=O)C[C@H](N2CCN(Cc3ccc4c(c3)OCO4)CC2)[C@@H](S(=O)(=O)c2cccs2)C1 | 5
O=C(Cc1cc(Cl)c2c(c1)OCCCO2)NC1CCN(CC(F)F)CC1 | 3
COC(=O)[C@]12CCCCC=C1N(CCc1ccc(OC)c(OC)c1)C(=O)[C@H](CC(=O)NCc1ccc(C)o1)C2 | 1
O=C(Nc1cccc(Cl)c1Cl)C12CC3CC(CC(C3)C1)C2 | -4

The listing continues.
SMILES | LDHA block
CCC(Sc1nnc2c(=O)n(-c3ccccc3OC)ccn12)C(=O)Nc1cc(C)ccc1C (stereo not drawn) | -1
CC(C)(C)c1ccc(-c2nc(C#N)c(N3CCOCC3)o2)cc1 | 4
N#Cc1ccc(CSc2nnnn2-c2ccccc2)cc1 | -4
CCCc1cc(=O)n2c(C(=O)Nc3ccc(C)c(C)c3)c(C(=O)Nc3ccccc3)sc2n1 | 8
CCCC1CCC(c2ccc(OC(=O)c3cccnc3)cc2)CC1 (stereo not drawn) | -22
CCOc1ccc(NC(=O)Nc2nnc(N3CCCCC3)s2)cc1 | -5
CCCCCCCCCCCCSCCS(=O)(=O)OCC(F)(F)C(F)F | -11
Cc1nnc(NC(=O)C(Oc2ccccc2)c2ccccc2)s1 (stereo not drawn) | -3
COc1cc(B(O)O)ccc1Cl | -2
COc1ccc(Cl)cc1N(CC(=O)NCc1ccncc1)S(=O)(=O)c1ccc(C)cc1 | 1
O=C1/C(=C/c2ccccc2F)CSc2ccccc21 | -20
CCCc1cc(=O)[nH]c(SCc2nnc(-c3ccc(OC)cc3)o2)n1 | -6
CCOC(=O)c1sc(NC(=O)c2ccc(F)c(S(=O)(=O)N3CCCCC3)c2)cc1C | -3
CCN(Cc1ccco1)C(=O)c1cc2cc(F)ccc2[nH]1 | 13
CCc1ccc(-c2nc(CSCC(=O)NCc3cccs3)c(C)o2)cc1 | -14
COC(=O)Cn1nnnc1-c1nc2cc(C)c(C)cc2[nH]c1=O | 3
O=C(Nc1ccc(-n2cccn2)c(F)c1)C1CCCN(C(=O)c2cccs2)C1 (stereo not drawn) | 10
COC(=O)c1cccc(NC(=O)CN(C)Cc2nc3ccccc3c(=O)[nH]2)c1 | 7
Cc1ccc(N(CC(=O)N2CCC(C(N)=O)CC2)S(=O)(=O)c2ccccc2)cc1C | -7
N#Cc1ccccc1OCC(=O)NCc1ccccc1 | 2
Cc1ccc(-c2n[nH]c(=O)c3ccccc23)cc1S(=O)(=O)N1CCC(C)CC1 | 10
CN1CCN(c2ccc(NC(=O)c3cc(F)cc(F)c3)nc2)CC1 | -1
CCc1ccc(OC(=O)c2ccc(OC)c(I)c2)c(Br)c1 | 7
CCOc1cc(OCC)cc(C(=O)N2CCC[C@H]2C(=O)N2CCC[C@H]2C(=O)NCc2cccc(OC)c2)c1 | 2
CC(C)C/C=C(/C#N)c1nc2ccccc2[nH]1 | 53
Cc1c(-c2ccccc2)oc2c(C(=O)OCC(=O)Nc3cc(Cl)ccc3F)cccc2c1=O | 1
CCN(CC)S(=O)(=O)c1ccc(NS(=O)(=O)c2ccc(C)cc2)cc1 | 5
O=c1cc(CCl)c2c(ccc3ccccc32)o1 | 7
Cc1ccc(C(=O)/C=C/c2ccc(-c3ccc(C)c(Cl)c3)o2)cc1 | -22
COC(=O)Nc1cc(C(=O)OC)cc(C(=O)OC)c1 | -23

From PubChem BioAssay
